MMP13 inh: human MMP13 inhibitors, primary screen, biochemical, FRET peptide cleavage | MMP-13 fTHP FRET cleavage, Mca fluorescence | 65,000 compounds, 0.07% hits | inhibition, % at 4 µM | Collagenase 3 (Homo sapiens), P45452;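 active = inhibition above the mean of compound-free control plate wells plus 3 SD, cut at about 14% in these data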;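 also: 0% = DMSO wells and 100% = wells with reference MMP-13 inhibitor after basal subtraction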
5HT1a antag: human 5-HT1a receptor antagonists, primary screen, cell-based, CHO, Ga15 NFAT-bla reporter; AID 612, 2007; CHO 5-HT1a Ga15 NFAT-bla reporter, antagonist mode; inhibition, % at 10 µM; 62,000 compounds, 0.68% hits; 5-hydroxytryptamine receptor 1A (Homo sapiens), P08908;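 active = inhibition above the mean of all tested compounds plus 3 SD, cut at about 43% in these data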;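 also: receptor stimulated by 5-CT agonist at 100 nM near EC80; beta-lactamase reporter measured by ratiometric fluorescence of a cleavable substrate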
Target sequence (P08908 whole entry, looked up): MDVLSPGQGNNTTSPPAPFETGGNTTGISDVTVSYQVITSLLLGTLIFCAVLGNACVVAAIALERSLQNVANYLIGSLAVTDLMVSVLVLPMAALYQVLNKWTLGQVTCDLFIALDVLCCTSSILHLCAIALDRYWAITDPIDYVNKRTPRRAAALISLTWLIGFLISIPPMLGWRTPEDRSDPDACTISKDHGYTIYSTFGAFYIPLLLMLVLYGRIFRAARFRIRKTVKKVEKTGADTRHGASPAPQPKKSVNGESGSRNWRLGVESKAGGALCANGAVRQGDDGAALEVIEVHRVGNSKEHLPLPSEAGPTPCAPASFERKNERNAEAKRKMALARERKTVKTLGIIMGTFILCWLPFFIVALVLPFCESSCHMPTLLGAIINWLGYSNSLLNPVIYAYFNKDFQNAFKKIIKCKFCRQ
Her2 expr inh: inhibitors of Her2 protein expression, primary screen, SKBR-3 cells, AlphaScreen, 66K library; 65,000 compounds, 0.69% hits; HER2 level % of control, % at 10 µM; Receptor tyrosine-protein kinase erbB-2 (Homo sapiens), P04626; SKBR-3 HER2 protein level, 18-24 h; stronger effect = lower value;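 active = HER2 level under 5% of the carrier-only control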;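 also: 100% = DMSO carrier and 0% = 500 nM PU-H71 HSP90 inhibitor; lower value means stronger loss of Her2 protein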
HTR1E agonist: 5-HT1E receptor agonists, primary screen, cell-based, HTS. 5-hydroxytryptamine receptor 1E (Homo sapiens), P28566. CHO 5-HT1E Ga15 NFAT-bla reporter, FRET; 0% DMSO wells, 100% control agonist wells. activation, % at 6 µM. 65,000 compounds, 0.69% hits. AID 574, 2007;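 active = activation above a set limit, the screen-wide mean activation plus 3 SD, cut at about 8.5% in these data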;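 also: 100% = positive control agonist at 1 µM giving full maximal response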
Target sequence (P28566 whole entry, looked up): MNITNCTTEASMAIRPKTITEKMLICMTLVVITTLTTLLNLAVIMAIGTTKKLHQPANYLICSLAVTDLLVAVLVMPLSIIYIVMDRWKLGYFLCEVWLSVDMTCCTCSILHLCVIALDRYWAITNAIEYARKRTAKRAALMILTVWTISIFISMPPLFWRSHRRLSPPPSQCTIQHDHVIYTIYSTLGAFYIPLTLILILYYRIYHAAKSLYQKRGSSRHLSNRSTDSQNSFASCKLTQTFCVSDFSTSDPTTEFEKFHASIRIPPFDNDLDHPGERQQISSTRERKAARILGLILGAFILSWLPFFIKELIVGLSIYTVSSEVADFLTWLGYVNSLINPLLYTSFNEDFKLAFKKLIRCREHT
Fluor 339 460: intrinsic fluorescence of library compounds, ex339/em460 – biochemical, MLSMR library, data from DPM-DC assay, artefact control, profiling panel; compound autofluorescence, ex339/em460 nm, NADH buffer; stronger effect = higher value; 1 = no-compound wells, NADH background; fluorescence fold increase at 10 µM; 65,000 compounds, 5.5% hits; AID 709, 2007;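 active = at 10 µM, mean starting fluorescence two-fold or more over control wells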;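 also: signal is the first read of a kinetic run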
A340 absorber: compound light absorbance at 340 nm, profiling panel, artefact control, biochemical, MLSMR library, data from PS, PMK, MK assays. compound absorbance at 340 nm, fold over control. 65,000 tested, under 10 active. fold change at 10 µM;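 active = at 10 µM dose, initial 340 nm absorbance at least 2 fold that of control wells; inactive = change under 2 fold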;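 also: initial absorbance extrapolated from kinetic A340 decline of NADH oxidation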
5HT1E antag: 5-HT1E receptor antagonists, primary screen, cell-based, HTS; CHO 5-HT1E Ga15 NFAT-bla reporter, FRET, antagonist; 65,000 compounds, 0.99% hits; 5-hydroxytryptamine receptor 1E (Homo sapiens), P28566; inhibition, % at 6 µM;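 active = inhibition above a set limit, the mean inhibition across every tested compound plus 3 SD, cut at about 29% in these data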;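 also: signal is the 460 over 535 nm emission ratio of beta-lactamase substrate; 0% = agonist plus DMSO wells and 100% = wells without agonist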
S1P1 ag-PAM: S1P1 agonists and agonism potentiators, primary screen, cell-based, primary and confirmation screens, CRE-bla reporter. Sphingosine 1-phosphate receptor 1 (Homo sapiens), P21453. S1P1 CRE-bla cells, forskolin, beta-lactamase FRET, potentiator mode; S1P1 agonist co-added at EC20, 2 nM; 100% = saturating reference agonist, 0% = basal. activation, % at 9.5 µM. 56,000 compounds, 0.57% hits;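 active = activation above a cutoff set at the mean activation of all tested compounds plus 3 SD, cut at about 54% in these data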;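 also: forskolin at 4 µM as EC80 and the EC20 agonist is SEW2871; 100% = SEW2871 at its EC100 plus forskolin at EC80; some compounds past the cut are filed as inactive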
S1P3 agonist: human S1P3 receptor agonists, primary screen, cell-based, primary and confirmation, NFAT-BLA reporter; Sphingosine 1-phosphate receptor 3 (Homo sapiens), Q99500; S1P3 NFAT-BLA reporter cells, agonism, FRET ratio; relative to 1 µM S1P, basal subtracted; activation, % at 4.5 µM; 60,000 compounds, 0.1% hits;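 active = activation above the screen-wide mean plus 3 SD, cut at about 4.5% in these data, passing the limit was not always enough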; also: some compounds called inactive have numbers as strong as hits
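Assay system: stable CHO line with human S1P3, Gα16, NFAT-BLA reporter; Detection: FRET β-lactamase substrate fluorescence, excitation 405 nm, 460/535 nm emission ratio, background-subtracted; Read-out: percent activation versus median 1 µM S1P response, basal-subtracted, per plate; Incubation: cells plated overnight, compound 4 h 37 °C, substrate 2 h RT.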
* marks the source's active call; other numbers are inactive results; . = no result given; [ ] = remark or other dose.

nr	structure	S1P1 ag-PAM	5HT1E antag	HTR1E agonist	Fluor 339 460	Her2 expr inh	S1P3 agonist	A340 absorber	MMP13 inh	5HT1a antag
1	O=S(=O)(c1cccs1)N1CN(Cc2cccs2)c2nc3ccccc3nc21	13	4	0.0	1.3	117	0.2	1	-6	8
2	Cc1ccc(NS(=O)(=O)c2cccc(C(=O)OCC(=O)NCc3ccco3)c2)cc1	10	-4	0.2	1.1	73	-0.3	1	-4	-7
3	Oc1ccc(-c2csc(NCc3ccco3)n2)cc1	5	-11	-0.5	1.1	94	0.0	1	-14	8
4	C=CCNc1nc(NCCN2CCOCC2)nc(OC)n1	1	11	-0.6	1.1	101	-0.1	1	1	-1
5	Cc1ccc(C2C3CSCC=C3C(C#N)=C(N)C2(C#N)C#N)cc1 (configuration not stated)	4	-10	0.8	1.2	40	-0.2	0.98	-1	-3
6	Cn1c(=O)[nH]c(=O)c2c1nc(CN1CCN(c3ccc(F)cc3)CC1)n2CCCc1ccccc1	-38	-4	0.7	1.1	82	-0.2	0.99	-1	-24
7	Cc1ccc(-n2nnnc2SCCNS(=O)(=O)c2ccccc2)cc1C	10	-8	-0.4	1.1	133	-0.6	1	7	-6
8	Cc1c(C(=O)O)oc2c3c(ccc12)OCCO3	5	14	-0.5	1.3	84	-1.7	1	-80[fluorescence artefact?]	-11
9	Cc1ccccc1N(CC(=O)NCCc1ccccc1)C(=O)c1ccc(N2CCCC2)nc1	-8	0	0.4	1	106	-0.5	1	-1	4
10	O=C(COc1c(F)c(F)c(C(F)(F)F)c(F)c1F)Nc1ccc(N2CCOCC2)c(Cl)c1	16	-8	0.3	1.1	64	-1.8	1.1	-2	-6
11	COc1ccc(OC)c(/C=c2\sc3nc(-c4cccs4)nn3c2=O)c1	16	-4	-1.1	1.3	90	-0.8	1.1	1	6
12	Cc1onc(-c2ccccc2)c1C(=O)Nc1nnc(N(C)Cc2ccccc2)s1	-6	-9	-0.4	1.1	84	-1.1	1.1	1	17
13	CN(C)c1nc(Oc2ccc(N)cc2)nc(N(C)C)n1	-10	4	0.1	0.97	105	-1.1	1	3	5
14	O=C(c1cccnc1)N1C2CCC1CC(O)(c1ccc(F)cc1)C2 (configuration not stated)	-20	-3	-0.8	1.1	106	-0.5	0.98	-1	0
15	O=S(=O)(c1ccc(S(=O)(=O)N2CCN(C3CCCCC3)CC2)cc1)N1CCCCCC1	5	4	0.0	1	93	-0.7	1	2	-3
16	O=C(O)C(CC(=O)N1CCOCC1)NCc1ccccc1 (configuration not stated)	-5	-7	-0.5	1.1	151	-1.3	1.1	0	3
17	O=C(NC1CCCCC1)n1c(=O)oc2ccc(Cl)cc21	-8	5	-0.7	1	69	-0.9	1	-2	-5
18	Cc1ccc(NC(=O)CS(=O)CC(=O)N(CC(=O)NC2CCCC2)c2cccc(C)c2C)cc1 (configuration not stated)	1	-100	0.1	1	107	-0.2	0.98	0	-7
19	CCC(C)NC(=O)CSC1=Nc2ccccc2C2=NC(CC(=O)NCc3ccccc3)C(=O)N12 (configuration not stated)	-21	-10	0.3	2.1*	116	0.3	1	-27	-13
20	CCOC(=O)C(CC(C)C)CP(=O)(O)CNC(=O)OCc1ccccc1 (configuration not stated)	-7	2	-0.4	1.1	111	-0.5	1	-5	2
21	O=C(O)C1CC(=O)N(CCOc2ccccc2)C1 (configuration not stated)	7	19	0.1	1.1	92	-0.8	0.99	-5	-7
22	COc1ccc(C2C(C(C)=O)=C(C)N=c3s/c(=C/c4ccc5c(c4)OCO5)c(=O)n32)cc1 (configuration not stated)	.	-11	0.6	1	.	.	1	1	1
23	CCOc1cc(C)c(Cl)cc1S(=O)(=O)n1nnc2ccccc21	14	-6	-0.3	1.1	88	-0.3	1	4	-9
24	c1ccc2c(CNCCN3CCOCC3)cccc2c1	-9	-3	1.0	1.1	128	0.2	1	-6	14
25	C(=N\n1cnnc1)/c1ccc(OC2CSC2)cc1	-6	-8	0.3	1.1	152	-1.3	1.1	0	-12
26	COC(=O)CC1SCCNC1=O (configuration not stated)	-3	-7	1.4	1	109	-0.4	0.97	-8	-12
27	CC(=O)C1C(c2ccccc2OC(F)F)NC(=O)NC1(O)C(F)(F)F (configuration not stated)	-24	-10	-0.2	1.1	95	-0.2	1	5	-8
28	CSc1ncccc1C(=O)OCC(=O)NC1CCS(=O)(=O)C1 (configuration not stated)	5	8	-0.6	1.1	80	-0.4	1	5	-2
29	CC1=CCC2C(=O)N(c3nc4ccccc4n3C)C(=O)C2C1 (configuration not stated)	13	-1	0.1	1.1	83	-0.9	1.1	2	-3
30	CCCC(OC(=O)CC1Sc2ccccc2NC1=O)C(=O)NCc1ccco1 (configuration not stated)	.	-3	-0.7	1.1	111	.	1.1	6	3
31	Nc1cc(N)nc(SCC(=O)NCC2CCCO2)n1 (configuration not stated)	-4	-3	0.6	1.1	208	-1.5	1	-2	10
32	Cc1nc2nc(C)c(CCC(=O)NC(C)c3ccc4c(c3)OCCO4)c(C)n2n1 (configuration not stated)	8	-2	0.3	0.95	116	1.0	1	-5	-12
33	CCOc1ccc(NC(=O)CCN2CCN(c3ccccc3OC)CC2)cc1	-2	2	1.4	1.1	93	-0.8	0.98	0	100*
34	c1ccc(-n2ncc3c(NCc4ccc5c(c4)OCO5)ncnc32)cc1	-3	7	-0.3	1.1	70	-0.5	1	0	15
35	CC(C)(C)C(=O)/C=C(\N)c1ccncc1	3	-7	-0.6	1.1	56	-1.8	1.1	-3	0
36	COCNc1nc(OCC#N)nc(N(C)C)n1	-17	0	0.1	0.98	112	-0.2	1	-10	-13
37	Cc1cc(C)n2nc(S(=O)(=O)N(CC(C)C)CC(C)C)nc2n1	-29	1	-0.5	1.1	83	-1.4	1	6	5
38	Cc1ccccc1NC(=O)CSc1nc(N)c(C#N)cc1C#N	-26	4	-0.6	1.5	75	-1.4	1.1	-6	13
39	Cc1cc(N2C(=O)CC(N3CCN(C(c4ccccc4)c4ccccc4)CC3)C2=O)no1 (configuration not stated)	.	1	0.8	1.1	99	-0.6	1	6	-12
40	CCOC(=O)c1sc(NC(=O)C(CC)Sc2nccn2C)nc1C (configuration not stated)	-15	16	-0.6	1.1	87	-1.7	1.1	2	16
41	CCc1ccccc1N(CC(=O)N1CCN(c2ccc(F)cc2)CC1)S(C)(=O)=O	3	0	1.8	1.1	136	-0.5	1	-3	-6
42	CCN(CC)c1ccc(C2C(C(=O)Nc3ccccn3)=C(C)NC3=C2C(=O)CC(C)(C)C3)cc1 (configuration not stated)	3	10	0.2	1.6	.	-0.8	1.1	-2	4
43	COC(=O)CN1C(=O)COc2ccc(Cl)cc21	8	2	-0.4	1	92	-1.3	1	-2	4
44	O=S(=O)(c1cccs1)N1CCN(Cc2ccccc2)CC1	-18	-5	-0.9	1.1	146	-0.7	1.1	7	-2
45	Cc1cc(C(F)(F)F)nc(SCC(=O)NC2CC3CCC2C3)n1 (configuration not stated)	0	2	0.1	1.1	85	-1.1	1	0	11
46	CCOC(=O)N1CCC(NC(=O)CCCN2C(=O)CSc3ncccc32)CC1	-16	2	-2.1	1.1	84	-1.5	0.99	3	9
47	Cc1ccc(-n2c(=O)cc(N3CCc4ccccc4C3)[nH]c2=O)cc1	.	-1	2.4	1.1	101	.	0.97	9	-4
48	CC(=O)Nc1ccc(NC(=O)Cn2c(CC(=O)N3CCCC3)nc3ccccc32)cc1	-12	0	-0.1	1.1	128	-0.2	0.99	1	-14
49	COc1ccc(CCNC(=O)CSc2nc(N)c(C#N)c(-c3cccs3)c2C#N)cc1OC	-7	-3	1.1	1.1	1.8*	-0.6	1.1	2	-4
50	O=C(O)c1cc2ccc3ccccc3c2[nH]1	.	-4	-0.6	1.7	88	.	1.1	-12	21

More results follow.
nr	structure	S1P1 ag-PAM	5HT1E antag	HTR1E agonist	Fluor 339 460	Her2 expr inh	S1P3 agonist	A340 absorber	MMP13 inh	5HT1a antag
51	COc1ccc(N(CC(=O)N2CCCC(C)C2)S(=O)(=O)c2c(C)nn(C)c2C)cc1 (configuration not stated)	-8	-4	1.2	1.1	82	-0.6	1	3	0
52	CS(=O)(=O)Nc1ccc(C(=O)NCC2CCCO2)cc1 (configuration not stated)	-11	9	0.5	1.1	84	-1.0	1	0	0
53	Cc1nn(-c2nc3ccccc3s2)c(N)c1Sc1ccc(F)cc1	8	3	-1.0	1.1	64	-2.1	1.1	0	0
54	Cc1oc(-c2ccccc2)nc1CS(=O)CC(=O)N1CCc2ccccc2C1 (configuration not stated)	8	-5	-0.2	1.1	105	-0.4	1	0	-2
55	CCn1c(C(=O)N2CCC(C(=O)NCc3cccs3)CC2)cc2sccc21	-13	-17	0.7	1.1	78	-0.8	1	10	-3
56	Cc1ccc(C(=O)CCNc2cccc(Br)c2)o1	19	14	-0.7	1.1	109	-0.8	1	1	11
57	O=C(NCc1cccnc1)c1cnn2ccccc12	-28	-3	-0.1	1.2	79	0.9	1.1	-66[fluorescence artefact?]	-1
58	O=C(CCn1c(=S)[nH]c2ccccc2c1=O)N1CCOCC1	-13	-1	-0.6	1.1	97	-2.6	1.1	-2	-4
59	COCCNC(=O)CN(C(=O)CCC(=O)Nc1cc(C)on1)c1ccccc1C	-5	1	-0.8	1.1	99	-0.3	0.99	-2	2
60	CCn1c(C(=O)N2CCCC(C(=O)NCCCc3ccccc3)C2)cc2sccc21 (configuration not stated)	4	7	0.2	1	51	-1.2	0.97	0	17
61	CCOC(=O)C1(C)NC(c2ccccc2F)C2C(=O)N(c3cccc(C(C)=O)c3)C(=O)C21 (configuration not stated)	8	-2	1.7	1	64	1.7	1	-2	-2
62	O=C(c1ccccc1F)N1CCN(c2cccc(C(F)(F)F)c2)CC1	-6	5	-0.1	1.1	74	-0.4	1	8	-2
63	CC1=C(C(N)=O)C(c2ccccn2)n2nc(SCc3ccccc3)nc2N1 (configuration not stated)	.	6	-2.5	1	94	.	0.99	-1	6
64	Cc1cc(Br)ccc1NC(=O)CNC(=O)CN1C(=O)NC2(CCCCCC2)C1=O	8	-3	0.1	1.1	100	-1.7	0.99	-1	-9
65	O=C(CSc1nnc(-c2cccnc2)o1)c1cc2ccccc2oc1=O	-16	5	0.4	1.2	44	-0.4	1.1	3	8
66	COC(=O)CSc1nnc(CNc2ccc(OC)cc2)n1C	7	11	-0.3	1.1	97	-0.3	1	0	-1
67	O=C(NCc1ccco1)c1cc(S(=O)(=O)N2CCOCC2)c(Cl)cc1Cl	-3	-1	-0.4	1.1	83	-0.8	1.1	-1	14
68	CCCn1c(CN2CCN(C(=O)OCC)CC2)nc2c1c(=O)n(C)c(=O)n2C	14	-3	1.1	1.1	92	-1.1	1.1	-4	-1
